# Bioassay records (PubChem)
# MKP-3 inhibition – MKP-3 phosphatase inhibitors, primary screen, biochemical, rat enzyme, in vitro (AID 425). recombinant MKP-3 phosphatase activity, fluorescence; higher % means a stronger effect. one-dose inhibition, % at 20 µM; IC50 in µM for titrated hits. 0.17% of 110,000 active; in the data active = inhibition above about 50%;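 note: plate controls were vehicle for no effect and reference inhibitor for full effect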
# Hsp70 displacement – Hsp70 inhibitors, probe displacement, primary screen, biochemical, fluorescence polarization (AID 583); Hsp70 fluorescence polarization probe displacement, mP; higher % means a stronger effect; displacement, % at 20 µM; hits with a dose series show IC50 in µM; 0.06% of 140,000 active; in the data active = displacement above about 50%;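 note: plate controls were vehicle for no effect and reference ligand for full effect; a part of the inactive calls stands beside numbers as strong as those of hits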
# * = called active by the depositor; . = no result given; & = joins results of further samples. An excerpt; rates above refer to the full screens.
SMILES,MKP-3 inhibition,Hsp70 displacement
CC(C)CC(=O)NC1(C(F)(F)F)C(=O)Nc2c1c(=O)[nH]c(=O)n2Cc1ccco1 (configuration not stated),-11%,-3.2%
O=C1NC(Nc2ccccn2)(C(F)(F)F)C(=O)N1c1ccc(F)cc1 (configuration not stated),4%,-3.8%
COCCNc1nc(C(C)(C)C)nc2c1nnn2Cc1ccccc1Cl,1%,4.1%
COC(=O)c1ccc(NC(=O)C2CCCN2S(=O)(=O)c2ccc(C)cc2)cc1 (configuration not stated),-6%,6.5%
CC12CN3CC(C)(CN(C1)C3(C)c1ccccc1)C2=O (configuration not stated),1%,1.6%
CCn1c(C)cc2c(c1=O)C(c1ccncc1)C(C#N)=C(N)O2 (configuration not stated),-10%,-0.5%
O=C(NCc1ccccc1)/C(=N\O)c1ccccc1,-11%,2.1%
C=CCN(c1ccc(C(=O)NCCc2ccccc2)cc1)S(C)(=O)=O,.,-1.2%
CC1(C(=O)NC2CCCC2)CCC(=O)N1Cc1ccccc1 (configuration not stated),-1%,0.8%
CCN(CC)S(=O)(=O)c1ccc2oc(C(=O)NC3CCCc4ccccc43)c(C)c2c1 (configuration not stated),.,1.2%
COc1ccc(C2CC(=O)NC(SCC(=O)Nc3ccc(Br)cc3)=C2C#N)cc1OCc1ccccc1 (configuration not stated),0%,3.9%
O=C(O)C1C(c2ccccc2)C(C(=O)OCc2ccco2)C1c1ccccc1 (configuration not stated),-10%,-3.3%
CCOc1ccc(C(=O)NCc2ccncc2)cc1OCC,2%,-0.4%
O=C1N=C(N2CCOCC2)S/C1=C/c1cccs1,-2%,4.4%
Cc1n[nH]c(C)c1CCC(=O)N/N=C/c1ccc(Cl)cc1Cl,3%,2.1%
C=CCn1c(=O)/c(=C/c2ccc(C)o2)s/c1=C(/C#N)C(=O)c1ccccc1,11%,21%
C=CCNC(=O)C1CC(=O)N(c2ccc(OCC(=O)Nc3ccccc3)cc2)C1 (configuration not stated),-12%,8.1%
COCc1cc(C)nc(NC2CCCCC2)c1C#N,-7%,13%
O=C(CSc1nc2ccccc2c(=O)n1CCCC(=O)N1CCCC1)NCc1ccco1,3%,-1.9%
Cc1cc(C)c(C(=O)/C(=C/c2cccc(Br)c2)c2ccccc2)c(=O)[nH]1,0%,-2.8%

# Individual results from the list:
# In Hsp70 displacement, COC(=O)c1ccc(NC(=O)C2CCCN2S(=O)(=O)c2ccc(C)cc2)cc1 (configuration not stated) shows 6.5%
# In Hsp70 displacement, O=C(NCc1ccccc1)/C(=N\O)c1ccccc1 shows 2.1%

# Following part
SMILES,MKP-3 inhibition,Hsp70 displacement
CC(=O)N1CCc2cc(S(=O)(=O)NCCC(=O)NC3CCCc4ccccc43)ccc21 (configuration not stated),-2%,3.5%
COc1ccc(NC(=O)C23CCC(C)(C(=O)C2)C3(C)C)cc1 (configuration not stated),-4%,0.9%
O=C(Nc1cccc2ccccc12)N1CC=C(c2ccccc2)CC1,.,1.2%
CC1CC(C)CN(C(=O)Cn2c(=O)n(CCCCC(=O)NC3CCCC3)c(=O)c3ccccc32)C1 (configuration not stated),-1%,-2.5%
COc1ccc2c(c1)CCc1c(C(=O)NCc3ccco3)noc1-2,8%,9.3%
Oc1ccc(O)c(-c2csc(NN=C(c3ccccc3)c3ccccc3)n2)c1,7%,3.3%
COc1cccc(NC(=O)C(=O)N/N=C/c2cc(OC)ccc2OC)c1,0%,-1.5%
O=C(O)C1C2CC/C=C\CC/C=C/CCC21 (configuration not stated),2%,0.7%
O=C(O)c1ccc(-c2nnc(-c3cccc(Br)c3)o2)cc1,4%,3.5%
Cc1cc2n(n1)C(c1ccc3c(c1)OCO3)Nc1c(C)cccc1-2 (configuration not stated),1%,5.9%
CCOCCOC(=O)c1ccc(NC(=O)c2ccco2)cc1,1%,-2.2%
COc1ccc(-n2c(Cc3cc(=O)[nH]c(=O)[nH]3)nnc2SCC(=O)Nc2ccccc2)cc1,1%,0.9%
O=C(C(NS(=O)(=O)c1cccs1)c1ccccc1)N1CCN(c2ccccc2F)CC1 (configuration not stated),.,-0.4%
Cc1[nH]c(=O)[nH]c(=O)c1CSc1nnc(CCCCCNC(=O)OC(C)(C)C)o1,-1%,-2.4%
Cc1cccc2c(N=NC(=O)COc3cccc(Br)c3)c(O)n(C)c12,-2%,6.7%
CCOc1ccc(NC(=O)C2C3/C=C\CCCCC32)cc1 (configuration not stated),1%,1.0%
O=C(COc1ccc(Cl)cc1Cl)NNC(=O)C1COc2ccccc2O1 (configuration not stated),3%,-9.1%
COC(=O)CCC(=O)COc1ccccc1C#N,-4%,3.8%
CC(=O)CCN(CCC(C)=O)CC1COc2ccccc2O1 (configuration not stated),5%,-3.7%
COc1ccc(CCN(C(=O)/C=C/C(=O)O)C2CC(=O)N(c3ccc(F)cc3)C2=O)cc1 (configuration not stated),2%,1.2%
Cc1ccc(C(=O)O)cc1N1C(=O)c2ccc(C(=O)O)cc2C1=O,1%,3.1%
CCCOc1ccc2c3c(c(=O)oc2c1)CCCC3,-10%,5.2%
O=[N+]([O-])c1ccc(Cl)c(-n2ncnc2-c2cccc(Cl)c2)c1,-2%,-4.1%
Cc1ccc(-c2c(C#N)c(N)nc3c2CCCC3)s1,-4%,6.4%
CCOc1cc(/C=C2\C(=O)NC(C)=C2C(=O)OC)ccc1O,4%,-3.6%
CN1CCN(c2cc(N3CCN(CCO)CC3)ccc2[N+](=O)[O-])CC1,1%,2.7%
O=C(O)c1ccc(/C=C/C(=O)c2ccc3c(c2)OCCO3)cc1,1%,2.5%
CCCN1C(=O)C(NC(C)=O)c2ccccc21 (configuration not stated),.,-2.9%
CC(C)N(Cc1nc(-c2ccccc2)no1)C(=O)C(C)(C)C,2%,3.9%
NC(=O)c1ccccc1O,.,3.1%
Fc1cccc(CN2CCN(c3ncccn3)CC2)c1,1%,9.4%
CC(Sc1ccc(Br)cc1)C(N)=O (configuration not stated),-3%,2.2%
CCC(C)c1ccc(-c2cc(C(=O)OCC(=O)Nc3cc(C)on3)c3ccccc3n2)cc1 (configuration not stated),.,-3.4%
Cc1ccc(-c2nc3ccccc3c(=O)n2CCCN2CCOCC2)cc1,-8%,-0.6%
Cc1cc(=O)oc2cc(OCCO)ccc12,4%,5.6%
COc1ccc(/C(O)=C2/C(=O)C(=O)N(CCCCCC(=O)O)C2c2ccc(C)cc2)cc1 (configuration not stated),0%,-1.2%
CC1CCCC(C)N1S(=O)(=O)c1ccc(S(=O)(=O)NCCc2ccncc2)cc1 (configuration not stated),.,6.9%
COc1cccc(OCCOCCOc2cccc(OC)c2)c1,-5%,1.3%
O=C(CC1OC(=O)c2ccccc21)Nc1ccccc1N1CCOCC1 (configuration not stated),-10%,-0.1%
CCCCn1c(SCC2CCCO2)nc2cc(S(N)(=O)=O)ccc21 (configuration not stated),.,1.8%

# Reformatted: entries from further up.
smiles | MKP-3 inhibition | Hsp70 displacement
CCC(C)c1ccc(-c2cc(C(=O)OCC(=O)Nc3cc(C)on3)c3ccccc3n2)cc1 (configuration not stated) | . | -3.4%
O=[N+]([O-])c1ccc(Cl)c(-n2ncnc2-c2cccc(Cl)c2)c1 | -2% | -4.1%
CCCOc1ccc2c3c(c(=O)oc2c1)CCCC3 | -10% | 5.2%
CCCN1C(=O)C(NC(C)=O)c2ccccc21 (configuration not stated) | . | -2.9%
O=C(O)c1ccc(/C=C/C(=O)c2ccc3c(c2)OCCO3)cc1 | 1% | 2.5%

# Other entries
SMILES,MKP-3 inhibition,Hsp70 displacement
CC(CC(=O)Nc1ccncc1)c1ccccc1 (configuration not stated),-18%,2.3%
COc1ccc(CCNC(=O)CCN2C(=O)C3CC=CCC3C2=O)cc1OC (configuration not stated),-3%,1.0%
CCCNc1nc2c(c(=O)n(C)c(=O)n2C)n1Cc1cccc(C)c1,0%,-4.1%
COC(=O)c1ccc(C2/C(=C(\O)c3cccc(OC)c3)C(=O)C(=O)N2CCCN(C)C)cc1 (configuration not stated),0%,4.6%
CCOc1ccc(N(CC(=O)Nc2cccc(OC)c2)S(=O)(=O)c2ccc(SC)cc2)cc1,0%,-4.2%
CCSc1nnc(Cn2c(=O)sc3ccccc32)n1-c1ccccc1C,0%,-1.8%
Nc1nc2ccccc2nc1N1CCCC1,.,2.3%
CCc1nnc(NC(=O)C2CCCN2S(=O)(=O)c2ccccc2)s1 (configuration not stated),.,-2.2%
COc1ccc(OC)c(NC(=S)NC(NC(=O)c2ccc(Br)cc2)C(Cl)(Cl)Cl)c1 (configuration not stated),3%,-4.0%
Cc1nc2ccccc2nc(C)c1=NO,.,2.6%
Cc1cc(C)n(C(=O)c2ccc(NC(=O)C3CC3)cc2)n1,-4%,0.1%
O=C1CN(C(=O)CSc2nnc(-c3ccccc3)n2Cc2ccc3c(c2)OCO3)c2ccccc2N1,-5%,9.7%
O=C(NC1CCSC1=O)c1ccccc1 (configuration not stated),.,6.3%
Cc1cc(C(=O)Nc2c(C)n(C)n(-c3ccccc3)c2=O)cs1,-16%,0.2%
CC(C)(C)C(=O)/C(C#N)=c1\s/c(=C\c2ccncc2)c(=O)n1CCCN1CCOCC1,8%,-10%
O=C(c1ccc(CNS(=O)(=O)c2ccccc2)cc1)N1CCN(Cc2ccccc2)CC1,.,-0.3%
O=C(Nc1cccc(C(F)(F)F)c1)N1CCC(c2nc(-c3ccc(F)cc3)no2)CC1,-13%,1.1%
Cc1sc(NC(=O)c2ccccc2)c(C(=O)NC(C)C)c1C,.,-2.4%
CC(CC(=O)N1CCc2ccccc21)c1ccccc1 (configuration not stated),.,1.9%
COc1ccc(/C=C2N=C(/C=C/c3ccccc3)OC/2=O)cc1,-2%,-22%
O=C(Cc1ccc(Br)cc1)N1CCN(c2ccccc2)CC1,-8%&0%,1.5%&-3.3%
O=S(=O)(NCCc1cn2ccccc2n1)c1ccc2c(c1)OCCO2,-4%,-1.6%
O=[N+]([O-])c1ccccc1N/N=C/c1ccccc1OCc1ccccc1,-1%,5.2%
COC(=O)c1cc2occc2n1CC(=O)Nc1ccc(C)cc1C,2%,0.7%
CC(C)CCN1CC(O)=C(c2nc(-c3ccc(Cl)cc3)cs2)C1=N,.,17%
COC(=O)c1ccc(Cn2nc(C)cc2C)cc1,.,10%
Nc1nnnn1/N=C/c1cc(Cl)cc(Cl)c1OCc1ccc(Cl)cc1Cl,.,8.3%
CCOC(=O)c1c(NC(=O)c2ccccc2C)sc(C(=O)Nc2ccccc2OC)c1C,1%,0.1%
CCOC(=O)c1ccc(NC(=O)COc2ccc(S(=O)(=O)NC(C)(C)C)cc2)cc1,.,1.1%
C=CCN1C(=O)/C(=C\c2ccc(OCCOc3cccc(OC)c3)cc2)SC1=S,1%,-2.4%
O=C(NCc1ccco1)C(c1ccccc1)N(CC1CCCO1)C(=O)Cn1nnc2ccccc21 (configuration not stated),4%,-2.7%
CS(=O)(=O)Nc1ccccc1C(=O)NC1CC2CCC1C2 (configuration not stated),-10%,-8.0%
Cc1ccc(S(=O)(=O)C(C#N)c2nc3ccccc3nc2N2CCCCC2)cc1 (configuration not stated),10%,.
CCCCS(=O)(=O)/C=C\C=C/S(=O)(=O)CCCC,-2%,4.5%
O=S(=O)(Nc1ncccc1O)c1ccc(Cl)cc1,-5%&1%,9.7%&2.9%
CCOC(=O)c1c(C=O)c(C)n(Cc2ccc(C)cc2)c1C,.,-2.1%
CC1=C(C(=O)OCC2CCCO2)C(c2cccc(C(F)(F)F)c2)C2=C(CC(C)(C)CC2=O)N1 (configuration not stated),5%,-0.8%
Cc1occc1C(=O)N1CCN(S(C)(=O)=O)CC1,6%,3.7%
COCCNCCOc1ccc(F)cc1,3%,-2.3%
CCSC1=C(C#N)C(c2ccccc2Cl)CC(=O)N1 (configuration not stated),4%,.
O=S(=O)(Nc1nccs1)c1cc(Cl)ccc1Cl,-10%,7.1%
COc1ccccc1N(C=NC#N)CC#N,3%,-0.1%
CC(=O)C1=C(C)NC(SCC(=O)c2cc(Cl)ccc2Cl)=C(C#N)C1c1ccco1 (configuration not stated),-4%,-11%
COc1ccc(C2C(C#N)=C(N)Oc3cc(C)n(CCN4CCOCC4)c(=O)c32)cc1OC (configuration not stated),-6%,1.4%
CN1C(=O)Cn2c1nc1ccccc12,-9%,-4.1%
NC(=O)C1(N2CCCCC2)CCN(C(=O)CSc2nc(C(F)(F)F)cc(=O)[nH]2)CC1,3%,0.4%
O=C1OC(c2ccccc2F)=N/C1=C\c1cccc2ccccc12,3%,-11%
NS(=O)(=O)c1ccc(N=Cc2ccccc2)cc1,1%,3.7%
COc1ccc(OC)c(-n2c(SCC(=O)Nc3cc(C)on3)nnc2-c2c[nH]c3ccccc23)c1,1%,1.8%
Nc1c(C(=O)Nc2ccc(F)cc2)sc2nc(-c3ccco3)ccc12,-11%,-5.3%
CCCCOC(=O)Nc1cccc(C(C)=O)c1,-14%,4.1%
c1ccc(Cn2nnnc2CN2CCN(c3ncccn3)CC2)cc1,3%,-0.6%

# Another view of 4 compounds above:
# Under each structure – MKP-3 inhibition	Hsp70 displacement
> c1ccc(Cn2nnnc2CN2CCN(c3ncccn3)CC2)cc1
→ 3%	-0.6%
> NC(=O)C1(N2CCCCC2)CCN(C(=O)CSc2nc(C(F)(F)F)cc(=O)[nH]2)CC1
→ 3%	0.4%
> O=C1OC(c2ccccc2F)=N/C1=C\c1cccc2ccccc12
→ 3%	-11%
> CN1C(=O)Cn2c1nc1ccccc12
→ -9%	-4.1%
